Source: PubChem BioAssay (National Center for Advancing Translational Sciences (NCATS))
Pf Dd2 inh: blocks in vitro growth of P. falciparum Dd2; P. falciparum Dd2 growth, SYBR Green, 72 h; Potency, µM (top dose mostly 28.9 µM), for the others: at the top dose activity, negative = inhibition, hits mostly inhibitors; 120,000 tested, 4.3% active; AID 1347417; active = well fitted inhibition curve with a large enough effect; inconclusive = small, poorly fitted or top-dose-only effect; inactive = no such curve, though single readings can be large or run the other way;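 note: plate controls were DMSO vehicle for no effect and reference drug for full effect; nearly all actives have a fitted effect of over 65% in size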
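Readout: SYBR Green fluorescence, 485 nm excitation, 535 nm emission, after ~16 h lysis at 37C. Before that, Dd2-infected red cells (2.5% hematocrit) grew 72 h with compound, 29 uM top final concentration.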
An asterisk follows results filed as active; i = inactive; ? = inconclusive; [ ] = remark or other dose. Potency is the fitted concentration of half-maximal effect.

SMILES | Pf Dd2 inh
COc1ccc(C(=O)CCC(=O)Nc2ccc(C)c(Cl)c2)cc1 | -0.5%
COc1ncccc1-c1cnc2[nH]cc(CC(=O)N(C)Cc3ccccc3)c2c1 | ?
CC(C)CCCC(=O)N1C[C@@H](C(=O)O)C[C@@H](C(=O)NCc2ccncc2)C1 | 2.6%
O=C(c1ccc(C(F)(F)F)cc1)N1CCN2C(=O)N(C3CCCCC3)C[C@H]2C1 | -16.7%[44.1 µM]
OCC1CN(Cc2cc(F)cc(Br)c2)CC12CCNCC2 (stereo not drawn) | -5.7%
CN(C1CCCCC1)S(=O)(=O)c1ccc2c(c1)c(=O)c(C(=O)NCCc1ccc(Cl)cc1)cn2C | 51.1%[activator]
COc1ccc(N2CC(c3noc(-c4ccc(C)cc4C)n3)CC2=O)cc1 (stereo not drawn) | 41.6%[activator]
CCN1C(=O)C(Cc2nc3ccccc3c(=O)n2-c2ccc(OC)cc2)c2cc(C)ccc21 (stereo not drawn) | ?
COc1ccc(C2C=C(c3cccc(OC)c3)Nc3c(C(=O)Nc4ccccc4)cnn32)cc1 (stereo not drawn) | 12.6µM*
CCOC(=O)c1ccc(NC(=O)c2c(NCc3sccc3C)sc3c2CCCCC3)cc1 | 10µM*
CCOC(=O)C1=CN(CC(=O)Nc2cc(F)ccc2F)S(=O)(=O)N=C1C | 44.5%[activator]
Cc1ccc2c(C(=O)NCc3ccccc3Cl)cc(NC(=O)C(C)C)cc2n1 | -19.3%
Cn1ncc(N2CCC(NC(=O)CC(C)(C)C)CC2)cc1=O | 38.9%
COc1cccc(Cn2c(=O)n(CC3CCC(C(=O)N4CCCCC4)CC3)c(=O)c3sccc32)c1 (stereo not drawn) | 10µM*
O=C(Cc1c[nH]c2ncc(-c3ccccc3F)cc12)NCc1cccnc1 | -2.4%[44.1 µM]
O=C(CCN1CCCCO1)N1CCc2onc(-c3ccc(F)c(F)c3)c2C1 | -18.7%
CCCCS(=O)(=O)Nc1ccc([C@H]2OCC(=O)N(Cc3ccccc3)[C@@H]2CO)cc1 | ?
COc1ccc(CCNC(=O)CS(=O)(=O)Cc2nc(-c3cccc(Cl)c3)oc2C)cc1OC | -10.7%
CC(C)Oc1ccccc1CN1CCc2nc(N(C)C)[nH]c(=O)c2CC1 | i[5.79 µM]
COc1ccc(C(=O)N[C@@H]2CCC[C@@H]2C(=O)NCCc2ccccc2)cn1 | -3.4%
O=C1NCCCCCCN(C(=O)c2ccoc2)[C@H]2CCC[C@@H]12 | 9.3%
Cc1cc(C)c(CNC(=O)c2cc(-c3ccccc3C)cc3ncn(C)c23)c(=O)[nH]1 | 7.6%[44.1 µM]
CCOc1ccc(C2C(C(=O)Nc3ccccc3OC)=C(C)Nc3c(C(=O)Nc4cccc(C)c4)cnn32)cc1 (stereo not drawn) | 3.98µM*
COCC(=O)N1CC(C(=O)NCc2ccncc2)C2(CCOCC2)C1 (stereo not drawn) | 17.4%
COc1ccccc1-c1nnc([C@H]2CCN(Cc3ncc[nH]3)C2)o1 | i
CCCN(C(=O)C1CCN(S(=O)(=O)c2c(C)noc2/C=C/c2ccc(C)cc2)CC1)c1ccccc1F | -4.1%
Cn1nc(C2CCCN(C(=O)c3cccnc3)C2)n(-c2ccccc2)c1=O (stereo not drawn) | -18.8%
CN(C)C1CCCN(C(=O)c2ccc(CN3CCCC3)o2)CC1 (stereo not drawn) | -6.3%
CCC(=O)N1CCc2cc(S(=O)(=O)NC(C(=O)NCc3ccccc3Cl)C(C)C)ccc21 (stereo not drawn) | i
C[S+](=O)([O-])N1Cc2ccccc2CC2(CCCCN2Cc2ccncc2)C1 (stereo not drawn) | ?
COc1ccccc1-c1nc(C(=O)N2CCOCC2)n2ccccc12 | -21.6%
Cc1cc(C)cc(-n2c(SCC(=O)Nc3cccc(F)c3)nc3c([nH]c4ccccc43)c2=O)c1 | ?
NC(=O)c1ccc(Nc2cnc3ccc(-c4ccccc4)nn23)cc1 | -10.8%[44.1 µM]
CCn1cc(S(=O)(=O)N2CC[C@H]3C(=O)NCCCCCCN(Cc4ccncc4)[C@@H]3C2)cn1 | -2.4%
O=C1COc2ccc(Nc3cccc(F)c3)nc2CN1CCOc1ccccc1 | -2.2%[44.1 µM]
CCOc1ccccc1C1NC(=O)N(CC(=O)NCc2ccc(F)cc2)C2=C1C(=O)OC2 (stereo not drawn) | -24.1%

An excerpt from above in order of formula weight, falling:
SMILES | Pf Dd2 inh
OCC1CN(Cc2cc(F)cc(Br)c2)CC12CCNCC2 (stereo not drawn) | -5.7%
COCC(=O)N1CC(C(=O)NCc2ccncc2)C2(CCOCC2)C1 (stereo not drawn) | 17.4%
O=C1NCCCCCCN(C(=O)c2ccoc2)[C@H]2CCC[C@@H]12 | 9.3%

The results go on:
SMILES | Pf Dd2 inh
O=C(Nc1ccc(Cl)cc1Cl)c1cn2c(n1)CN(C(=O)c1cccnc1)CC2 | -26.3%
O=C(Cc1ccc(Cl)cc1)N1CCC(n2cc(-c3nc(-c4ccccc4)no3)nn2)CC1 | 2µM*
CCCc1noc(-c2cn(C3CCN(C(=O)c4ccc(OCC)cc4)CC3)nn2)n1 | 194.4%[activator]
CN1CCCCCCN(C(=O)c2nccc3ccccc23)[C@H]2CCC[C@H]2C1=O | ?
Cc1cc(C)c(C#N)c(N2CCC3(CCC(=O)N(CC(C)O)C3)CC2)n1 (stereo not drawn) | -20.0%
O=C(Nc1ccc(F)cc1)c1cc2cccnn2n1 | i
COCCN1C(=O)C(CC(=O)O)=C2CCCCC21 (stereo not drawn) | 5.2%
COCCN1CCN(C[C@@H]2C=C(C)[C@H](Cc3nnc(C)o3)C[C@H]2C(C)C)CC1 | -12.8%[44.1 µM]
O=C(c1nc(-c2ccc(Cl)cc2)n2c1CCCCC2)N1CCN(c2ccccc2F)CC1 | ?
CCC1Oc2ccc(NC(=O)c3ccc4c(c3)OCO4)cc2CN(Cc2ccc(F)cc2)C1=O (stereo not drawn) | i
CCCN(CC1CCOC1)C(=O)CCCc1ccccc1 (stereo not drawn) | -11.5%[5.79 µM]
Cc1ccc(CN(C)C(=O)c2ccccc2OC2CCN(Cc3ccccn3)CC2)o1 | ?

In the list so far, two contain a COOH group.
SMILES | Pf Dd2 inh
CC(C)CCCC(=O)N1C[C@@H](C(=O)O)C[C@@H](C(=O)NCc2ccncc2)C1 | 2.6%
COCCN1C(=O)C(CC(=O)O)=C2CCCCC21 (stereo not drawn) | 5.2%

4 entries from above, as tab-separated lines.
smiles	Pf Dd2 inh
O=C(Cc1ccc(Cl)cc1)N1CCC(n2cc(-c3nc(-c4ccccc4)no3)nn2)CC1	2µM*
Cc1cc(C)c(C#N)c(N2CCC3(CCC(=O)N(CC(C)O)C3)CC2)n1 (stereo not drawn)	-20.0%
CCCN(CC1CCOC1)C(=O)CCCc1ccccc1 (stereo not drawn)	-11.5%[5.79 µM]
O=C(Nc1ccc(F)cc1)c1cc2cccnn2n1	i

Remaining list, next part
SMILES | Pf Dd2 inh
Cc1ccc(S(=O)(=O)Cc2noc([C@@H]3C[C@@H](O)CN3C3CCOCC3)n2)cc1 | 4.8%[44.1 µM]
CCOC(=O)C1CCN(C(=O)c2cc3ccc4ccc(C)[nH]c4c3n2)CC1 | ?
Cc1cc(C(=O)N2C[C@@H](COCC3CC3)[C@H](c3ccncc3)C2)no1 | -13.8%
COc1ccc(-n2c(=O)c3c4c(sc3n3c(SCCC(C)C)nnc23)COC(C(C)C)C4)cc1 (stereo not drawn) | -10.8%
Cn1nccc1C(=O)N1CCC(Cc2nc(C3CC3)n[nH]2)C1 (stereo not drawn) | -1.3%
CSc1oc(-c2ccc(F)cc2)nc1S(=O)(=O)c1ccc(Br)cc1 | 13.0%
COc1ccc(NC(=O)c2cc(-c3ccc[nH]3)n[nH]2)cc1OC | -1.2%
Cc1c(F)cccc1NC(=O)N1CCCC(c2noc(COc3ccccc3F)n2)C1 (stereo not drawn) | i
CC1(COc2ccccc2)COc2ccc(C(=O)NCc3cccc(F)c3)cc2N1 (stereo not drawn) | -13.9%[44.1 µM]
CNC(C)c1cccc(F)c1 (stereo not drawn) | -13.3%[44.1 µM]
CC1CCC2(CC1)OCC(C(=O)NC(C)(C)C)N2C(=O)c1ccc(F)cc1 (stereo not drawn) | ?
COc1ccc(NC(=O)c2cc(S(=O)(=O)N3CCOCC3)cn2C)cc1Cl | -18.7%
CC[C@H]1CN(C(=O)c2ccccc2)CC[C@H]1CC(=O)N1CCOCC1 | -12.3%[44.1 µM]
CN1C(=O)C(CC(=O)NCC2CC2)=C2CCCCC21 (stereo not drawn) | -11.2%
CN(C(=O)CC(c1cccc(O)c1)c1cccc(Cl)c1)C1CCOCC1 (stereo not drawn) | -8.8%
COc1ccc(CNC(=O)C2=NO[C@@H]3CN(c4ccccn4)C[C@H]23)cc1OC | 11.4%[44.1 µM]
Cc1cccc(-n2c(C)nc3cc(C(=O)NCCC4=CCCCC4)ccc32)c1 | -13.7%
C#CCN(C)C(=O)C[C@@H]1c2nc(-c3cccnc3)sc2C[C@@H]2[C@](C)(CO)[C@H](O)CC[C@]21C | -18.6%
Cc1ccc(-c2nnn3c2nc(NCC(C)c2ccccc2)c2ccccc23)cc1 (stereo not drawn) | -13.8%
CCOc1cc2[nH]c(=O)n(CCCCC(=O)N3CCN(c4ccc(OC)cc4)CC3)c(=O)c2cc1OCC | -26.7%
Cc1ccc(NC(=O)N2CC(C(=O)N(C)C)C3(CCOCC3)C2)cc1F (stereo not drawn) | 11.4%
Cn1cc(CN[C@H]2[C@H](O)[C@H](O)C[C@@H]2c2ccccc2)c2ccccc21 | ?
O=C(NCCN1CCOCC1)C1CC(=O)N(c2n[nH]c3cc(Br)ccc23)C1 (stereo not drawn) | -12.5%
Cc1ccc2c(c1)N1C(=O)OC[C@@H]1CCN(C(=O)c1ccccn1)C2 | 15.7%[44.1 µM]
CC1=C(C(=O)Nc2ccccc2)C(c2cccs2)n2nc(SCc3ccccc3F)nc2N1 (stereo not drawn) | 15.0%
CN1C(=O)CCC2(CNC(=O)c3cccs3)CCC=C12 (stereo not drawn) | 11.9%
CCN(CC)Cc1cnc2c(C(=O)NCc3nc(C)cs3)cnn2c1 | -3.5%
O[C@@H]1C[C@@H](c2nc(Cc3ccccc3)no2)N(Cc2ccc(F)cc2)C1 | i
O=C(NC1CCCCC1)c1ccc2c(c1)sc1nc(-c3ccccc3)cn12 | i
CCCCNc1cc(N2CCN(C3CCCCC3)CC2)c2noc3c2c1C(=O)c1ccccc1-3 | 2.51µM*
CCc1ccc(NC(=O)CSc2nc3nc(C)cc(C)n3n2)cc1 | 20.9%
C[C@@H](NC(=O)c1cccn1C)c1onc(-c2ccccc2)c1C(=O)O | 2.4%[44.1 µM]
O=C(O)c1ccc(N2C(=O)c3[nH]nc(-c4ccccc4)c3C2c2cccc(F)c2)cc1 (stereo not drawn) | ?
COc1c(N)ccnc1-c1cccc(CN2CCOCC2)c1 | -6.0%
Cn1cc(-c2cnc(Nc3cncnc3)c3c2CCO3)cn1 | 1.5%[44.1 µM]
O=C(C1COc2ccccc2O1)N1CCN(c2cc(-c3ccc(Cl)cc3)[nH]n2)CC1 (stereo not drawn) | i
COc1ccc(NC(=O)Nc2nnc(N(CC(C)C)CC(C)C)s2)c(OC)c1 | ?
Cc1ccc(C(=O)Nc2nnc(S(=O)(=O)N(C)Cc3ccc(F)cc3)s2)cc1 | i
COC(=O)[C@@H](C)NC(=O)[C@H]1CN(C(=O)c2cccnc2)CCN1C(C)=O | 11.6%[44.1 µM]
COc1cccc(OCc2nc3c(n2Cc2ccccc2)C(=O)N(Cc2ccccc2C#N)CCN3)c1 | -18.0%
CCC1CN(c2ccc(-c3nc(-c4ccc(OC)cc4)no3)cn2)CCN1C (stereo not drawn) | ?
Fc1ccc(-n2ncc3c(NCCCn4ccnc4)ncnc32)cc1 | 16.8%
CCOC(=O)c1c(NC(=O)c2ccc(C)cc2)sc2c1CCCCC2 | 26.5%
Cc1nn(-c2ccc(C(C)(C)C)cc2)c(C)c1[C@@H]1C=C[C@@H](NCc2ccco2)C1 | ?
O=C(COc1ccc(Cl)cc1)Nc1ccc(Cl)cc1C(=O)c1ccccc1 | 22.7%
CC(c1cccs1)N(C)Cc1cccc(C(F)(F)F)c1 (stereo not drawn) | 16.0%[44.1 µM]
Cc1ccc2nc3n(c2c1)[C@@H](CNC1CCOCC1)COC3 | -8.1%[44.1 µM]
Cn1c(=O)c2c(SCC(=O)N3CCc4ccccc43)nc(-c3ccccc3Cl)nc2n(C)c1=O | 30.1%[activator]
COc1ccc(CC(=O)N[C@@H]2COCC[C@H]2OCc2ccccn2)cc1 | -14.3%
COc1ccc(C2Cn3nnc(C(=O)N4CCN(C(=O)c5cc(C)ccc5C)CC4)c3CO2)cc1 (stereo not drawn) | -24.8%
CNc1ccnc(N2C[C@H]3CN(CCOC)C[C@@]3(C(=O)O)C2)n1 | -4.8%
CCN1c2cc(C(=O)NCc3cccc(Cl)c3)ccc2C(=O)N2CCCCCC21 (stereo not drawn) | -4.2%
Cc1ccc(-n2c(=O)c3c(cnn3C)n(CC(=O)Nc3cccc(C)c3)c2=O)cc1 | -13.8%
COc1cccc(CC(=O)NC2CCN(c3cc(-c4ccc(F)cc4)[nH]n3)C2)c1 (stereo not drawn) | -18.7%
CCc1cccc(NC(=O)C(Cc2ccccc2)n2cccc2)c1 (stereo not drawn) | i
COc1ccc(C(=O)N2CCC3(CC2)NC(=O)N(c2ccccc2)N3)cc1OC | 14.2%
CCOc1ccccc1NC(=O)CN1C=C(C(=O)OC)C(C)=NS1(=O)=O | 14.8%
COc1cc(-c2onc(C)c2C(=O)NCc2ccc(F)cc2F)cc(OC)c1OC | i
COc1ccc(-n2c(=O)c3c(n2Cc2ccccc2)CN(C(=O)C2CCCO2)CC3)cc1 (stereo not drawn) | -5.2%[44.1 µM]

This is a subset, so the mix of outcomes need not match the whole.
